From PubChem
S100A4 inh HTS: inhibitors of human S100A4 binding to myosin IIA peptide | P26447 | S100A4/TAMRA-MyoIIA peptide fluorescence polarization | inhibition, % at 10.7 µM | hit rate 0.14% among 360,000 | AID 652163;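 active means mean inhibition of at least 70% across replicates, with every replicate also reaching that level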
Target sequence (P26447 whole entry, looked up): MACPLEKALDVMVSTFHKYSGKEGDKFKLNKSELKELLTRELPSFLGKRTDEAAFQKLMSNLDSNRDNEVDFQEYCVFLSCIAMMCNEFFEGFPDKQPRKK
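incubation = readout 5 min after mixing, signal stable up to 60 min | system = S100A4 monomer protein | buffer or medium = HEPES pH 7.2 with CaCl2, KCl, NaCl, DTT, Triton | benchmarks = neutral control DMSO, positive control TFP | also added = fluorescent myosin IIA peptide, 5 nM | compound dosing = one concentration per compound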
ERAP1 HTS inh: ERAP1 (human) enzyme inhibition | hit rate 0.15% among 340,000 | recombinant ERAP1, Leu-AMC fluorescence, 60 min | inhibition, % at 10.7 µM | Q9NZ08;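 active means mean replicate inhibition of at least 30%, or all replicates individually reaching that 30% level; inactive means mean below 30% and not every replicate reaching it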;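 further: 0% = neutral control wells and 100% = L-leucinethiol positive control wells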
LGR2 antag: inhibitors of bursicon-induced Drosophila LGR2 receptor cAMP signaling. HEK293 LGR2, CRE-luciferase, bursicon-stimulated, 4 h. inhibition, % at 9.99 µM. hit rate 0.35% among 380,000;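 active means drop in luminescence signal, shown as inhibition above about 50% in the replicate tests, limit read from the data, passing the limit was not always enough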;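 further: agonist challenge used bursicon conditioned medium at about half maximal strength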
Cneo AK release: Cryptococcus neoformans lysis via adenylate kinase release; C. neoformans lysis, adenylate kinase release luminescence, 4 h; normalised: neutral wells 0, clomiphene wells 100; lysis activity, % at 15 µM; hit rate 0.2% among 360,000;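 active means mean lysis activity across replicates of at least 80%, whatever share of replicates individually reach that level; inactive means mean lysis activity below 80%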
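Signal: Adenylate kinase release luminescence | Assay system: Log-phase Cryptococcus neoformans yeast cells | Input: Cells at 5 × 10^6 per mL | Buffer or medium: Fresh YPD growth medium | Compound: Single dose | Schedule: Static 4 h at 37 °C with compound, 1 h detection | Controls: Clomiphene | Read-out: Luminescence rise reflecting yeast cell lysis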
PGC1a acetyl inh: modulators of PGC1a acetylation. U2OS PGC1a acetylation, AlphaScreen anti-acetyl-lysine; with virally co-expressed GCN5 acetyltransferase. inhibition, % at 15.6 µM. hit rate 0.17% among 350,000;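 active means every replicate shows inhibition of at least 40%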;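 further: 0% = neutral control wells and 100% = positive control wells; some results beyond the cut were filed as inactive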
SIRT5 inh: inhibitors of human sirtuin-5 desuccinylase | Q9NXA8 | hit rate 1.1% among 330,000 | Purified SirT5, succinyl-peptide AMC, trypsin-coupled fluorescence | inhibition, % at 15 µM; in the data active means inhibition above about 15%
Target sequence (Q9NXA8 whole entry, looked up): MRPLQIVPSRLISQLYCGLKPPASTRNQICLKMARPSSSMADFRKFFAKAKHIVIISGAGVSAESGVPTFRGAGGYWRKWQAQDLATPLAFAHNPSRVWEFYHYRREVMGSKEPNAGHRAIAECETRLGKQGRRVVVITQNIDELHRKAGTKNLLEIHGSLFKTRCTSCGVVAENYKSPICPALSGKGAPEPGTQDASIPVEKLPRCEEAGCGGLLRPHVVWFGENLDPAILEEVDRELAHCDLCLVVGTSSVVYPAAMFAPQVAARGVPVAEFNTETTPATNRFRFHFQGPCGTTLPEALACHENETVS
XiGFP reactiv: activators of X-chromosome reactivation in mouse fibroblasts | activation, % at 7.58 µM | AID 743238 | XiGFP mouse fibroblasts, % GFP-positive cells imaging, 3 d; cells co-treated with 5-aza-dC sensitizer; scaled so ellipticine positive control = 100% | hit rate 0.055% among 360,000;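 active means mean normalized replicate activation at least 10% and every replicate at or above 10%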;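 further: 0% = median of on-plate neutral control wells and 100% = ellipticine 6 µM median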
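Assay system: SV40-immortalized XiGFP fibroblast cells, line 68-5-11; buffer or medium: DMEM plus 5-aza-dC sensitizer; compound: one concentration, pinned; timing: compounds 3 days, fix/stain 15 min at room temperature; benchmarks: positive control ellipticine, 6 µM final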
C2C12 statin: protects C2C12 myotubes from simvastatin toxicity | ATP luminescence, 48 h; scaled: DMSO 0, geranylgeraniol control 100 | rescue of ATP level, % at 7.49 µM | hit rate 0.78% among 330,000;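 active means mean ATP rescue above about 67%, or every replicate alone reaching that limit, limit read from the data, passing the limit was not always enough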;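 further: myotubes were challenged with 10 µM simvastatin during compound exposure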
* hit, by the source's call; / = not tested or not shown. Not all compounds are listed, so the mix of outcomes need not match the whole.

SMILES | S100A4 inh HTS | ERAP1 HTS inh | LGR2 antag | Cneo AK release | PGC1a acetyl inh | SIRT5 inh | XiGFP reactiv | C2C12 statin
O=[N+]([O-])c1ccc(CN2CC(N3CCC(c4ccccc4)CC3)CS2(=O)=O)cc1 (configuration not stated) | 1 | / | -3 | 2 | 1 | 0 | 0.0 | 19
C/C=C/c1ccccc1[C@H]1[C@@H](C#N)N(C(=O)CN2CCOCC2)[C@H]1CO | -37 | 0 | 21 | / | / | -4 | 0.0 | /
Cc1ccc(-c2cc(C(=O)N/N=C/C(Br)=C/c3ccccc3)n[nH]2)o1 | 6 | 5 | -28 | / | -22 | -1 | 0.0 | /
COCC(=O)Nc1ccc2c(c1)OC[C@H](C)N(CCC(F)(F)F)C[C@@H](C)[C@H](OC)CN(C)C2=O | 15 | -3 | 6 | -10 | -4 | -2 | 0.1 | 9
C[C@H](CO)N1C[C@H](C)[C@@H](CN(C)S(=O)(=O)c2ccc(C#N)cc2)OCc2ccccc2-c2ccccc2C1=O | -4 | 3 | 14 | 0 | 0 | -3 | 0.0 | -32
CN(C)C1(CNC(=O)c2cccc(S(=O)(=O)Nc3ccc(Br)cc3)c2)CCCCC1 | -23 | -12 | 12 | -1 | -4 | 0 | 0.0 | -11
COc1ccc(C)cc1S(=O)(=O)N(C)CC(=O)N1CCCC1 | -14 | 1 | -1 | 8 | 5 | 1 | 0.1 | 1
Cc1cccc(-n2c(SCC(=O)Nc3ncc(Cl)cc3Cl)nc3ccccc32)c1 | 4 | 2 | 14 | 2 | 50 | 1 | 0.2 | /
C/C=C(/C)C(=O)O[C@@H]1[C@H](OC(=O)C=C(C)C)c2c(ccc3ccc(=O)oc23)OC1(C)C | -3 | 1 | 6 | 0 | -6 | -8 | 0.0 | 1
C[C@H](CO)N1C[C@H](C)[C@@H](CN(C)C(=O)Nc2ccc(F)cc2)OCCCC[C@H](C)Oc2ccc(NC(=O)Nc3ccc(F)cc3)cc2C1=O | 2 | 3 | -2 | -3 | 6 | 8 | 0.0 | /
Cc1cc(=O)[nH]c(SCc2cn3ccccc3n2)n1 | 1 | 4 | 3 | / | -11 | -15 | -0.1 | 4
Cc1nn(-c2ccccc2)c(C)c1/C=N/n1c(-c2ccncc2)n[nH]c1=S | -1 | 4 | -3 | / | / | -4 | 0.2 | /
CCOC(=O)c1cc(S(=O)(=O)N(C)Cc2ccccc2)cn1C | -4 | 3 | -14 | 10 | -13 | 4 | 0.0 | 5
CN(CC(=O)NCc1cccs1)CC(=O)Nc1ccccc1Cl | -7 | -2 | 13 | 0 | 7 | -1 | 0.0 | 1
CN1CCN(C(c2ccc(Br)cc2)c2cc(Cl)c3cccnc3c2O)CC1 (configuration not stated) | 0 | 3 | 29 | 0 | 2 | -1 | 0.1 | -196
Cc1nnsc1C(=O)N1CCN(c2ccc(C#N)cn2)CC1 | -3 | / | / | 2 | -15 | -2 | 0.0 | /
COc1ccc(CCNS(=O)(=O)c2ccc(-c3ccc(=O)[nH]n3)o2)cc1OC | 0 | 2 | 1 | 1 | 31 | -5 | 0.0 | -5
COc1cccc(S(=O)(=O)N2C[C@@H](O)COC[C@@H]3O[C@H](CC(=O)Nc4ccccc4)CC[C@H]32)c1 | 3 | -2 | 15 | 58 | -2 | 7 | -0.2 | -10
CCN(CC(=O)NCc1ccc(F)cc1)C(=O)c1cc2ccccc2o1 | -1 | -5 | 5 | -2 | 3 | -2 | 0.0 | -4
Cc1ccc(N2C(=S)NC3c4cc(Cl)ccc4OC2(C)C3C(=O)N(C)C)cc1 (configuration not stated) | 0 | 0 | 22 | 4 | 3 | 1 | 0.2 | 3
NS(=O)(=O)c1ccc(NC(=S)N2CCN(c3cccc(Cl)c3)CC2)cc1 | 9 | 0 | 10 | 0 | 0 | 5 | 0.1 | /
COc1ccccc1-c1nc(SCC(=O)Nc2cc(C)on2)c2c(=O)n(C)c(=O)n(C)c2n1 | 2 | 3 | 2 | 2 | / | -2 | -0.1 | 1
CC1CN(C(=O)c2cc([N+](=O)[O-])cc([N+](=O)[O-])c2)CC(C)O1 (configuration not stated) | -3 | 2 | 20 | -4 | / | 2 | -0.6 | 5
C[C@H](CO)N1C[C@H](C)[C@H](CN(C)Cc2ccccc2)OCCCC[C@H](C)Oc2ccc(NS(C)(=O)=O)cc2C1=O | / | / | 5 | / | -5 | / | -0.1 | -10
Cc1ccsc1/C=N\NC(=O)CC(=O)NCc1ccccc1 | -1 | -2 | 17 | / | -4 | 1 | 0.0 | /
COc1ccc(OC)c(CN2CCN(C(=O)c3cc4ccccc4cc3O)CC2)c1 | 6 | 0 | 3 | -2 | 1 | 3 | 0.0 | 6
CC(C)NC(=O)N[C@H]1C=C[C@H](CC(=O)NC2Cc3ccccc3C2)O[C@H]1CO | 1 | / | 2 | 57 | -4 | 7 | 1.6 | 1
COC1C(CO)OC(n2cnc3c(=S)nc(N)[nH]c32)C1O (configuration not stated) | 1 | 2 | 4 | / | / | 3 | -0.1 | /
C[C@@H]1CN([C@@H](C)CO)C(=O)Cc2cc(NC(=O)Nc3ccc(F)cc3)ccc2O[C@H]1CN(C)C | -4 | 0 | -14 | -1 | -13 | -7 | 0.4 | -7
Cc1c(CC(=O)O)c(=O)oc2c(C)c(OCc3c(F)cccc3Cl)ccc12 | 3 | 4 | 7 | 0 | 8 | -23 | 0.0 | -6
O=C(CCCN1C(=O)c2ccccc2C1=O)Nc1c(C(=O)C2CC2)oc2ccccc12 | 5 | 5 | -8 | 5 | 8 | -1 | 0.3 | 2
O=C(O)c1cccc(-c2ccc3c(c2)OCO3)c1 | 0 | 0 | 1 | -1 | -21 | -4 | 0.0 | 0
CCOc1ccc(NC(=O)c2nc(SCC)ncc2Cl)cc1 | -5 | -4 | 2 | / | / | -4 | 0.2 | /
CCCNC(=O)Nc1ccc2c(c1)OC[C@H](C)N(C(=O)CC)C[C@H](C)[C@H](OC)CN(C)C2=O | 0 | 0 | 15 | -1 | -7 | 10 | -0.2 | 9
CC(C)C#Cc1cnc2c(c1)C(=O)N([C@H](C)CO)C[C@H](C)[C@H](CN(C)C(=O)Nc1cc(F)ccc1F)O2 | 3 | 1 | -14 | -3 | 4 | 0 | -2.0 | 1
COc1ccc(S(=O)(=O)Nc2ccc3c(c2)C(=O)N([C@@H](C)CO)C[C@H](C)[C@H](CN(C)S(=O)(=O)c2ccc(C)cc2)OCCCC[C@@H](C)O3)cc1 | -5 | 1 | 3 | -2 | 1 | 9 | 0.0 | /
CCC(C)Sc1ccc([C@@H]2[C@@H]3C(=O)N(CC)C(=O)[C@@H]3[C@]3(C(=O)OC)CCCCN23)cc1 (some centres not stated) | 7 | / | -4 | 1 | 4 | / | 0.0 | 4
Cc1noc(C)c1NC(=O)N(C)C[C@@H]1OCCCC[C@H](C)Oc2ccc(NC(=O)c3ccncc3)cc2C(=O)N([C@@H](C)CO)C[C@@H]1C | 3 | 0 | -15 | -1 | 11 | -2 | -1.2 | -22
O=C(/C=C/c1ccc([N+](=O)[O-])cc1)NCCc1ccc(F)cc1 | 2 | 0 | 14 | / | / | -1 | 0.0 | /
COc1ccccc1N(Cc1ccccc1)S(=O)(=O)c1cccc(C(=O)Nc2cccc(C)n2)c1 | -1 | -1 | 27 | -13 | / | -4 | 0.3 | /
Cn1c(COc2ccc(Cl)cc2)nnc1SCC(=O)Nc1ccc2c(c1)CCC2 | / | / | 7 | -1 | 7 | / | 0.2 | /
COc1ccc2c3c(n(C)c2c1)[C@H](CO)N(C(=O)Nc1c(C)noc1C)CC31CN(CC2CC2)C1 | -3 | -1 | 5 | / | -2 | -2 | 0.0 | /
CCC1=NN2C(=N)/C(=C\c3cccn3-c3cccc(Cl)c3)C(=O)N=C2S1 | -7 | 7 | 12 | / | 6 | 2 | 0.1 | /
C[C@H](CO)N1C[C@H](C)[C@H](CN(C)C(=O)Nc2ccccc2)Oc2ncc(-c3ccc(F)cc3)cc2C1=O | 3 | 1 | 9 | 2 | 1 | 3 | -0.5 | -10
COc1cc(NC(=S)NNC(=O)CC(C)C)c(OC)cc1Cl | 3 | 1 | / | / | / | -2 | 0.0 | /
COc1ccccc1NC(=O)CSc1nnnn1C1CCCCC1 | -8 | -1 | -13 | -2 | / | -5 | 0.3 | 3
O=C(NCC1CCCO1)C(c1ccncc1)N(Cc1cccs1)C(=O)Cn1nnc(-c2ccc(F)cc2)n1 (configuration not stated) | -1 | 1 | / | / | / | -1 | 0.0 | /
CSc1nnc(-c2sc3cc(C(F)(F)F)cnc3c2-c2ccccc2)n1C | / | / | 3 | -5 | -26 | / | / | -27
COc1cccc(CNC(=O)C2CCN(S(=O)(=O)c3ccc(Br)s3)CC2)c1 | 2 | -1 | -4 | -2 | / | -1 | 0.2 | 24
Cn1cc(S(=O)(=O)N2CCOCC2)cc1C(=O)NCc1ccccc1Cl | -3 | -3 | -1 | -1 | 12 | -1 | 0.5 | 1
Cc1cccc(C(=O)NCCNC(=O)c2ccccn2)c1 | 0 | -4 | -10 | -2 | -2 | 7 | 0.0 | 10
CCOC(=O)C1=C(C)N(c2ccccc2)C(=O)/C1=C\c1cccs1 | / | / | -22 | 2 | -5 | / | -0.1 | /
COCCN1CCN(C(=O)c2ccc3c(c2)S(=O)(=O)c2ccccc2C3=O)CC1 | -3 | 3 | 0 | / | / | -2 | 0.0 | /
O=C(Nc1ccc2oc(-c3ccccc3Cl)nc2c1)c1ncn[nH]1 | 5 | 11 | -44 | -1 | -12 | 0 | / | 1
CCC(C(=O)Nc1ccccn1)c1ccccc1 (configuration not stated) | -6 | -12 | 6 | / | 9 | -1 | 0.2 | /
OC[C@@H]1CN(CCNc2ccccc2)C[C@H](n2cnc3c(NCc4ccncc4)ncnc32)O1 | 1 | 4 | -7 | -1 | / | -2 | 0.0 | 18
O=C(O)c1ccc(-n2ncc3c2/C(=C/c2cccc([N+](=O)[O-])c2)CC3)cc1 | 0 | / | -96 | / | 4 | 6 | -0.2 | /
CC(C)N(CC(=O)Nc1ccc(Cl)cc1C(F)(F)F)C(=O)CCl | 4 | 3 | 3 | / | / | -5 | 0.0 | /
CN1c2ccc(-c3cccc(F)c3)cc2[C@@H]2[C@@H](CCN2C(=O)c2ccccc2F)[C@H]1CO | 9 | 1 | -5 | 2 | -5 | -2 | 0.0 | 1

Compound profiles, as listed above. Screens in order: S100A4 inh HTS, ERAP1 HTS inh, LGR2 antag, Cneo AK release, PGC1a acetyl inh, SIRT5 inh, XiGFP reactiv, C2C12 statin
`O=C(O)c1ccc(-n2ncc3c2/C(=C/c2cccc([N+](=O)[O-])c2)CC3)cc1` is listed as 0, /, -96, /, 4, 6, -0.2, /
`COC1C(CO)OC(n2cnc3c(=S)nc(N)[nH]c32)C1O` (configuration not stated) is listed as 1, 2, 4, /, /, 3, -0.1, /
`COc1cc(NC(=S)NNC(=O)CC(C)C)c(OC)cc1Cl` is listed as 3, 1, /, /, /, -2, 0.0, /
`Cc1ccc(N2C(=S)NC3c4cc(Cl)ccc4OC2(C)C3C(=O)N(C)C)cc1` (configuration not stated) is listed as 0, 0, 22, 4, 3, 1, 0.2, 3
